APJ ag – agonists of human apelin receptor APJ, primary screen, CHO-K1 cells, PathHunter beta-arrestin, luminescence; P35414; 0% DMSO wells, 100% apelin; activation, % at 20 µM; 330,000 compounds, 0.11% hits;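 active = activation more than six SD over the plate average, tested at 20 µM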;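 note: 0% = DMSO alone and 100% = apelin-13 at 10 nM; some results filed as inactive read as strong as hits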
Target sequence (P35414 whole entry, looked up): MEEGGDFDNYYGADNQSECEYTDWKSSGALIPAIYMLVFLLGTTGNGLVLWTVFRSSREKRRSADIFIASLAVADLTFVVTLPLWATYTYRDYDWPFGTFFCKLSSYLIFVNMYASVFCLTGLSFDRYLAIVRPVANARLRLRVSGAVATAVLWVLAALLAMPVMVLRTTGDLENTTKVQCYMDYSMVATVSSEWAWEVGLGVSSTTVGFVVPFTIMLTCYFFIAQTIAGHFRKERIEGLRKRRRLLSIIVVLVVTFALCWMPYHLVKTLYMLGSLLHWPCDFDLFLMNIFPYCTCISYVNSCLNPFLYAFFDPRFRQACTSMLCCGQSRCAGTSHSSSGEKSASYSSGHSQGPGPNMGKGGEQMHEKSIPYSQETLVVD
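assay system = CHO-K1 APJ beta-arrestin complementation cell line | input = cell density 1000 per well | dosing = compound 20 µM once, DMSO 1% | timing = compound 90 min 25 °C, reagent 1 h | measured by = luminescence from split beta-galactosidase complementation, Galacton Star/Emerald II substrate | read-out basis = APJ agonist activity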
ATG4B inhibitor – ATG4B protease inhibitors, primary screen, biochemical, fluorescence, uHTS | 340,000 compounds, 0.51% hits | ATG4B cleavage of LC3-PLA2, NBD-HPC fluorescence, 1 h | inhibition, % at 8.33 µM | Cysteine protease ATG4B (Homo sapiens), Q9Y4P1 | AID 504462, 2011; in the data active = inhibition above about 40%
CCR6 antag – CCR6 receptor antagonists, primary screen, cell-based, CHO-K1, luminescence, beta-arrestin, uHTS | C-C chemokine receptor type 6 (Homo sapiens), P51684 | CHO-K1 CCR6 PathHunter beta-arrestin, CCL20-stimulated | inhibition, % at 20 µM | 340,000 compounds, 0.49% hits;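 active = compounds whose inhibition of the agonist-driven luminescence signal at 20 µM reaches about 50%, limit read from the data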;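 note: cells stimulated with CCL20 at 14 nM final; plate controls were DMSO with CCL20 for no effect and DMSO without agonist for full effect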
Target sequence (P51684 whole entry, looked up): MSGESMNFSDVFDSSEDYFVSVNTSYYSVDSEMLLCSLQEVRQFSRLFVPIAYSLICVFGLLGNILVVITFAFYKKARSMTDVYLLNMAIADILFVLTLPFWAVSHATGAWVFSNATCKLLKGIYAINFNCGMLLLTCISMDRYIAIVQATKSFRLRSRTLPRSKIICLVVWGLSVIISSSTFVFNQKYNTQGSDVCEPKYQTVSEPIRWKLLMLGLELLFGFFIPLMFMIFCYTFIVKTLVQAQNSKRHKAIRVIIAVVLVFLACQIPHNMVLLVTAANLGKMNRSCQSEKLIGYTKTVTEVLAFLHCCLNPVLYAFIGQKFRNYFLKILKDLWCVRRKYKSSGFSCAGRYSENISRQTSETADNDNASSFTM
CXCR6 inh – CXCR6 receptor inhibitors, primary screen, cell-based, beta-arrestin, luminescence, CHO-K1 PathHunter, 1536-well; 360,000 compounds, 0.36% hits; inhibition, % at 20 µM; AID 602244, 2012; C-X-C chemokine receptor type 6 (Homo sapiens), O00574; in the data active = inhibition above about 34%, passing the limit was not always enough;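 note: antagonist mode with CXCL16 agonist at 10 nM final; 0% = 10 nM CXCL16 with DMSO and 100% = unstimulated wells without agonist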
UBC13 polyUb – UBC13 polyubiquitin chain formation inhibitors, primary screen, biochemical, TR-FRET, uHTS; Ubiquitin-conjugating enzyme E2 N (Homo sapiens), P61088; inhibition, % at 20 µM; 330,000 compounds, 0.47% hits; AID 485273, 2010; in the data active = inhibition above about 45%, passing the limit was not always enough
EBI2 antag – EBI2 receptor antagonists, beta-arrestin recruitment, primary screen, cell-based, luminescence, 7a,25-OHC stimulation, uHTS. G-protein coupled receptor 183 (Homo sapiens), P32249. 7a,25-OHC stimulated. inhibition, % at 5 µM. 360,000 compounds, 0.81% hits; in the data active = inhibition above about 38%;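 note: enzyme fragment complementation signal reports receptor beta-arrestin coupling in cells; 0% = agonist plus DMSO wells and 100% = wells without agonist; some results beyond the cut were filed as inactive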
Gli-Sufu block – Gli-Sufu pathway antagonists, primary screen, luciferase luminescence, Sufu-KO-LIGHT cells, uHTS; Sufu-KO-LIGHT fibroblasts, Gli luciferase reporter luminescence; AID 588413, 2011; inhibition, % at 5 µM; 340,000 compounds, 0.74% hits;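 active = inhibition above about 55%, limit read from the data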;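 note: 0% = DMSO-treated cells and 100% = wells with medium but no cells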
APJ antag – antagonists of human apelin receptor APJ, primary screen, CHO-K1 cells, beta-arrestin complementation, luminescence; AID 2521, 2010; P35414; inhibition, % at 20 µM; 330,000 compounds, 0.32% hits;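 active = inhibition above about 40% at 20 µM, limit read from the data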;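 note: cells challenged with 10 nM apelin-13 agonist together with compound; plate controls were apelin-13 plus DMSO wells for no effect and DMSO wells lacking apelin-13 for full effect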
Starred values were filed as active, the others as inactive; · = not tested or not shown.

1	O=C(CSCc1ccc(Cl)cc1)N1CCCCC1
2	CCN(CC(=O)NCc1ccc(Cl)cc1)C(=O)/C=C/c1cc(OC)c(OC)c(OC)c1
3	COc1ccc(C2=NN(C(=O)c3cccs3)C(c3ccccc3OC)C2)cc1OC (centres undefined)
4	COc1ccccc1N(CC(=O)N/N=C(\C)c1cccc(Br)c1)S(C)(=O)=O
5	CCn1c2ccccc2c2nnc(SCC(N)=O)nc21
6	CCN1CCN(C(=S)NCC2CCCO2)CC1 (centres undefined)
7	COc1cccc(Nc2nc(NCCO)c3ccccc3n2)c1
8	O=C(NCC(c1ccco1)N1CCOCC1)c1cccc(Cl)c1 (centres undefined)
screen / no.,1,2,3,4,5,6,7,8
APJ ag,-1,-1,-3,-2,3,-4,5,-4
ATG4B inhibitor,5,-10,-27,-5,5,3,-3,13
CCR6 antag,-10,11,9,-1,10,6,-6,-8
CXCR6 inh,-6,4,14,4,9,8,8,-12
UBC13 polyUb,-1,12,38,-5,-12,7,28,-8
EBI2 antag,5,21,32,-2,-3,-29,-9,-5
Gli-Sufu block,-60,19,-2,9,-5,-1,2,10
APJ antag,10,27,-10,6,3,17,-20,17

9	CCOC(=O)N1CCN(C(=O)COC(=O)c2cccc(S(C)(=O)=O)c2)CC1
10	O=C(Nc1ccccc1)Nc1ccc(O)c2ccccc12
11	C(=N\n1cnc2ccccc21)/c1cccnc1
12	CN(C)c1ccc(Nc2c3c4c(cccc4n(C)c2=O)C(=O)c2ccccc2-3)cc1
13	COCCNc1nc2c(c(=O)n(Cc3cccc(Cl)c3)c(=O)n2C)n1C
14	COc1cccc(C(=O)C2CCCN(C(=O)c3ccccn3)C2)c1 (centres undefined)
15	COc1cc(C)ccc1OCCOc1c(Cl)cc(Cl)cc1Cl
16	Cc1nnc(SCC(=O)N/N=C/c2ccc(-c3ccc(C)c(Cl)c3)o2)s1
screen / no.,9,10,11,12,13,14,15,16
APJ ag,-4,9,-2,·,-2,-2,-3,-1
ATG4B inhibitor,-2,-11,-4,3,1,-5,-4,-13
CCR6 antag,0,1,2,42,6,-2,29,2
CXCR6 inh,4,·,-4,33,-5,2,0,10
UBC13 polyUb,5,-9,5,·,0,7,-7,-12
EBI2 antag,-9,·,-1,8,3,2,2,-11
Gli-Sufu block,-11,-22,-15,16,-2,-11,-2,-1
APJ antag,5,-20,12,·,0,12,14,12

17	Cc1nnc(SCCn2c(N(C)Cc3ccccc3)nc3c2c(=O)n(C)c(=O)n3C)s1
18	Cc1ccc(OCC(=O)NCCCNC(=O)COc2ccc(C)cc2)cc1
19	Cc1ccc(S(=O)(=O)N2CCN(C(=O)COC(=O)C3CC3C)CC2)c(C)c1 (centres undefined)
20	CN1CCN(C(=O)c2cc(-c3ccccc3)on2)CC1
21	CCOC(=O)c1sc2nc(CN3CCCCC3)nc(Cl)c2c1C
22	CCOc1cc(-c2c(C#N)c(N)nc3c2CCc2ccccc2-3)ccc1O
23	CC(C)n1c(CN2CCN(C(=O)c3ccco3)CC2)nc2c1c(=O)n(C)c(=O)n2C
24	COCCC(=O)N1CCC(Oc2ccc(C(=O)NCc3ncc(C)[nH]3)cc2)CC1
screen / no.,17,18,19,20,21,22,23,24
APJ ag,0,3,-3,1,-4,-3,2,-1
ATG4B inhibitor,-9,-4,-3,3,11,10,-7,17
CCR6 antag,-15,-4,9,8,-2,16,-5,8
CXCR6 inh,0,9,1,4,-2,5,-8,-3
UBC13 polyUb,2,-4,0,-4,20,39,5,-1
EBI2 antag,1,16,-6,15,-3,10,-4,-2
Gli-Sufu block,4,10,3,-27,7,35,38,-1
APJ antag,19,-1,0,3,-6,6,-18,0

25	O=C(O)CC/C(=N\Nc1ccc(Cl)cc1)c1cccs1
26	COc1cccc(/C=C/C(=O)OC(C)C(=O)Nc2c(C)n(C)n(-c3ccccc3)c2=O)c1 (centres undefined)
27	CC(C)(C)N(Cc1ccccc1)C(=O)COC(=O)c1ccccc1SCC(=O)N1CCCC1
28	O=C(c1cccc(S(=O)(=O)N2CCc3ccccc32)c1)N1CCCC(C(F)(F)F)C1 (centres undefined)
29	Cc1cc(Nc2nc3ccccc3[nH]c2=O)n(-c2ccccc2)n1
30	CCOc1cccc(-c2nnc3sc(COc4ccc(OC)cc4)nn23)c1
31	O=C(Cn1cccc1C(=O)c1ccccc1)NCc1cccnc1
32	COC1=C(N2CCOCC2)C(=O)c2ccccc2C1=O
33	O=C(CCc1ccccc1)NCCSCc1c(F)cccc1Cl
34	COc1ccc(-c2n[nH]c(=S)n2-c2ccccc2C)cc1
screen / no.,25,26,27,28,29,30,31,32,33,34
APJ ag,-1,-1,-3,-7,3,4,-4,-4,-1,2
ATG4B inhibitor,-13,-10,-14,0,-5,-3,-4,-1,6,5
CCR6 antag,9,1,17,3,-11,13,0,1,13,-6
CXCR6 inh,3,-5,2,0,-4,2,5,-4,-5,-6
UBC13 polyUb,-2,5,0,1,-16,0,-2,-82,6,0
EBI2 antag,6,8,13,2,4,-2,4,6,19,0
Gli-Sufu block,36,-8,7,4,4,4,-54,23,-8,-6
APJ antag,13,2,15,-3,-22,11,0,-16,9,9

Among those listed so far, these have a carbonyl joined to an NH by a bond outside any ring:
2	CCN(CC(=O)NCc1ccc(Cl)cc1)C(=O)/C=C/c1cc(OC)c(OC)c(OC)c1
4	COc1ccccc1N(CC(=O)N/N=C(\C)c1cccc(Br)c1)S(C)(=O)=O
5	CCn1c2ccccc2c2nnc(SCC(N)=O)nc21
8	O=C(NCC(c1ccco1)N1CCOCC1)c1cccc(Cl)c1 (centres undefined)
10	O=C(Nc1ccccc1)Nc1ccc(O)c2ccccc12
16	Cc1nnc(SCC(=O)N/N=C/c2ccc(-c3ccc(C)c(Cl)c3)o2)s1
18	Cc1ccc(OCC(=O)NCCCNC(=O)COc2ccc(C)cc2)cc1
24	COCCC(=O)N1CCC(Oc2ccc(C(=O)NCc3ncc(C)[nH]3)cc2)CC1
26	COc1cccc(/C=C/C(=O)OC(C)C(=O)Nc2c(C)n(C)n(-c3ccccc3)c2=O)c1 (centres undefined)
31	O=C(Cn1cccc1C(=O)c1ccccc1)NCc1cccnc1
screen / no.,2,4,5,8,10,16,18,24,26,31
APJ ag,-1,-2,3,-4,9,-1,3,-1,-1,-4
ATG4B inhibitor,-10,-5,5,13,-11,-13,-4,17,-10,-4
CCR6 antag,11,-1,10,-8,1,2,-4,8,1,0
CXCR6 inh,4,4,9,-12,·,10,9,-3,-5,5
UBC13 polyUb,12,-5,-12,-8,-9,-12,-4,-1,5,-2
EBI2 antag,21,-2,-3,-5,·,-11,16,-2,8,4
Gli-Sufu block,19,9,-5,10,-22,-1,10,-1,-8,-54
APJ antag,27,6,3,17,-20,12,-1,0,2,0

33	O=C(CCc1ccccc1)NCCSCc1c(F)cccc1Cl
screen / no.,33
APJ ag,-1
ATG4B inhibitor,6
CCR6 antag,13
CXCR6 inh,-5
UBC13 polyUb,6
EBI2 antag,19
Gli-Sufu block,-8
APJ antag,9

Structural class, the entries above containing two or more sulfur atoms.
16	Cc1nnc(SCC(=O)N/N=C/c2ccc(-c3ccc(C)c(Cl)c3)o2)s1
17	Cc1nnc(SCCn2c(N(C)Cc3ccccc3)nc3c2c(=O)n(C)c(=O)n3C)s1
screen / no.,16,17
APJ ag,-1,0
ATG4B inhibitor,-13,-9
CCR6 antag,2,-15
CXCR6 inh,10,0
UBC13 polyUb,-12,2
EBI2 antag,-11,1
Gli-Sufu block,-1,4
APJ antag,12,19

Source: PubChem BioAssay (Sanford-Burnham Center for Chemical Genomics)

Compounds were not picked by outcome; overall some 3% were active at least once.
